hcDAF-12 act = activators of H. contortus DAF-12 nuclear receptor; HEK293 hcDAF-12 lit1-tk-luc reporter, luminescence; 0% DMSO, 100% Δ7-dafachronic acid; activation, % at 6.8 µM; 370,000 compounds, 1.4% hits;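 active = activation above the mean of all tested compounds plus 3 SD, cut at about 5.5% in these data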;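 note: 100% = response to 3 µM Δ7-dafachronic acid high control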
SMARCA2 act = activators of SMARCA2 function. activation, % at 9.1 µM. AID 652017. MG213 cells, MMTV-luciferase reporter, dexamethasone, overnight. 370,000 compounds, 1% hits; in the data active = activation above about 7.8%;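 note: 0% = vehicle wells and 100% = reference activator wells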
DAX1 inh-1 = blocks DAX1 repression of SF-1 activated StAR promoter; 370,000 compounds, 1.1% hits; inhibition, % at 6.8 µM; HEK293T StAR-luciferase reporter, SF-1/DAX-1 repression relief; AID 652010;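 active = inhibition above the mean over all tested compounds plus 3 SD, cut at about 3.6% in these data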;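 note: 0% = DAX-1 cells with DMSO and 100% = cells lacking DAX-1 with DMSO; higher inhibition means more luminescence from relief of DAX-1 repression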
GAA850 FXN act = activators of GAA850 frataxin (FXN) promoter; activation, % at 6 µM; HEK293 lucGAA850 FXN promoter luciferase reporter, 24 h; percent of 10 µM SAHA response; AID 540364; 360,000 compounds, 0.56% hits;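 active = activation above the average of all compounds screened plus 3 SD, cutoff fixed separately per campaign, cut at about 7.5% in these data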;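 note: 0% = DMSO wells and 100% = 10 µM SAHA wells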
proKLK7 act = activates the human kallikrein-7 zymogen; activation, % at 7 µM; purified proKLK7, EDANS-DABCYL substrate fluorescence; 100% is mature enzyme control, 0% vehicle; 370,000 compounds, 0.9% hits;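 active = activation above the mean of all tested compounds plus 3 SD, computed per campaign excluding outliers beyond control limits, cut at about 13% in these data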
NPR1 activator = GC-A (human) enzyme activation; 370,000 compounds, 0.14% hits; P16066; HEK293 GC-A cells, cGMP TR-FRET, EC30 ANP; 0% at EC30 ANP, 100% saturating ANP; activation, % at 10 µM; in the data active = activation above about 40%
Target sequence (P16066 whole entry, looked up): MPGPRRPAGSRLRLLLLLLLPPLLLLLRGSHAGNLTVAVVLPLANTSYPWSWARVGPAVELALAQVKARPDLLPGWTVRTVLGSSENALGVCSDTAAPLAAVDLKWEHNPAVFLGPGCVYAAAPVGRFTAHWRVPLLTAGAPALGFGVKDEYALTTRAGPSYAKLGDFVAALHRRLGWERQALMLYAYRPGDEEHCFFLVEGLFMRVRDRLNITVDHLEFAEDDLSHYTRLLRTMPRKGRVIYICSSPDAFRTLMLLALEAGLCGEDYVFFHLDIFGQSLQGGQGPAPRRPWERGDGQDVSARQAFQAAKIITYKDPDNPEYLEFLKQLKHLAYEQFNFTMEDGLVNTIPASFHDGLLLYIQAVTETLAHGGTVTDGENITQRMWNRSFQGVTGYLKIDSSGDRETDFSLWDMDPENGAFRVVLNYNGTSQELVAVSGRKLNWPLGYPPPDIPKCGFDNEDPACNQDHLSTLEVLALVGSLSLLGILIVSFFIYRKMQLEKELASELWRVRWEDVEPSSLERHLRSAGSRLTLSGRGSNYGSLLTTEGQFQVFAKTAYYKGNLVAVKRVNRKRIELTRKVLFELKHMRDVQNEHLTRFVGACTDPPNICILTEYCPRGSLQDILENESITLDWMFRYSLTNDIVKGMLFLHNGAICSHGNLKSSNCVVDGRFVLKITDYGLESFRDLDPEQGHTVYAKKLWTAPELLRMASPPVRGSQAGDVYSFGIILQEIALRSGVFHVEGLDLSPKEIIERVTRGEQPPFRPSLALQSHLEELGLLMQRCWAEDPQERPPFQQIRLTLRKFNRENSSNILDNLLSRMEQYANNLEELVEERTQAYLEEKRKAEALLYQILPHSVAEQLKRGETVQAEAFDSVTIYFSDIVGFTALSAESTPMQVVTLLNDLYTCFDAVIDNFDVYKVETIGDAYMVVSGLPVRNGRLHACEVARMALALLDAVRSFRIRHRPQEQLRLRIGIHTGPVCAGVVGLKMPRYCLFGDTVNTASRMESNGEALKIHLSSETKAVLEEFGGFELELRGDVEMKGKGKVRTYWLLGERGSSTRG
HGIII-sPLA2 inh = Inhibits HGIII-sPLA2 liposome hydrolysis, primary screen; 370,000 compounds, 0.56% hits; inhibition, % at 12.2 µM; AID 743126; QFRET BODIPY PC-A2 liposome hydrolysis, fluorescence; Q9NZ20;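 active = inhibition above mean plus 3 SD of compounds lying within the high and low control bounds, cut at about 19% in these data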;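 note: 0% = median of test compound wells and 100% = no enzyme DMSO wells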
NPR2 activator = GC-B (human) receptor activation; P20594; HEK293-GC-B cells, CNP EC30, cGMP TR-FRET; 0% at EC30 CNP, 100% saturating CNP; activation, % at 10 µM; 370,000 compounds, 0.11% hits;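 active = activation at 10 µM reaching about 35% in either raw or pattern-adjusted values, limit read from the data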
DAX1 inh-2 = inhibits human nuclear receptor DAX1; HEK293 Gal4-DAX1 luciferase reporter, luminescence; 340,000 compounds, 0.99% hits; inhibition, % at 6.75 µM; P51843; AID 504766;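 active = inhibition above the mean over all tested compounds plus 3 SD, cut at about 4.2% in these data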;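 note: 0% = DAX1-transfected cells with DMSO and 100% = empty-vector control cells with DMSO; inhibition shows as a rise in luminescence from relieved DAX1 repression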
ssDAF-12 act = activators of S. stercoralis DAF-12 nuclear receptor. activation, % at 6.8 µM. HEK293 ssDAF-12/GRIP1 lit1-tk-luc reporter, luminescence; % of 3 µM dafachronic acid response. 370,000 compounds, 1% hits;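 active = activation above the mean over all tested compounds plus 3 SD, cut at about 0.9% in these data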;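 note: 0% = DMSO-only wells and 100% = 3 µM delta7-dafachronic acid wells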
hgDAF12 agonist = agonists of H. glycines DAF-12 nuclear receptor; HEK293 GAL4-hgDAF12 UAS-luciferase reporter, agonist luminescence; normalized to butyrate control; activation, % at 6.8 µM; 370,000 compounds, 1.8% hits; AID 687014;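 active = activation above a cutoff set at the mean of all screened compounds plus 3 SD, cut at about 10% in these data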;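 note: 0% = DMSO wells and 100% = sodium butyrate wells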
Numbers without * were called inactive; . = not tested or not shown.

SMILES	hcDAF-12 act	SMARCA2 act	DAX1 inh-1	GAA850 FXN act	proKLK7 act	NPR1 activator	HGIII-sPLA2 inh	NPR2 activator	DAX1 inh-2	ssDAF-12 act	hgDAF12 agonist
O=C(Nc1ccc(S(=O)(=O)N2CCCC2)cc1)c1ccc(CN2CCOCC2)cc1	-3.9	-5	-3.1	-4.5	-0.4	5	-8	1	-3.9	-2.5	-6.8
Cn1c(=O)c2c(SCCN3CCOCC3)nc(C3CCCC3)nc2n(C)c1=O	-1.8	-3	0.1	-0.1	0.3	8	2	-1	-0.1	-2.2	-1.7
COc1cc2c(C(=O)N(C)c3ccc(F)cc3)cn(C)c(=O)c2cc1OC	-1.7	-3	0.4	0.2	-0.1	0	1	0	-0.2	-1.9	2.5
CN(C(=O)COC(=O)c1ccc[nH]c1=O)C1CCCCC1	-1.3	-1	0.1	0.5	-0.2	-1	1	10	-0.2	-1.7	3.1
COc1cccc(C2CC(c3ccccc3OC)n3ncnc3N2)c1 (stereo not given)	-0.5	1	-0.2	0.3	-0.1	-2	-2	-2	5.5*	-1.0	0.4
CCC(NC(=O)c1cccc2c1C(=O)N(Cc1cccnc1)C2)c1ccccc1 (stereo not given)	-1.5	-7	-0.9	.	-0.3	5	7	11	.	-1.9	-1.7
O=C(CN1CCN(c2ccc(O)cc2)CC1)N1CCc2ccccc21	-1.4	-3	-0.3	0.0	0.2	0	2	-1	-0.9	-1.2	-1.5
CCCCNC(=O)CSc1nnc(Cc2ccccc2)n1CC	0.5	0	0.2	0.6	-0.3	2	0	-2	-0.1	-1.0	-1.0
CC(C)NC(=S)NCc1cccnc1	1.3	-4	0.1	2.0	-0.4	2	10	4	-0.6	-0.4	-2.9
CC1(C)C(=O)C2(CCCC2)C(=O)OC1c1ccco1 (stereo not given)	-1.6	0	0.6	1.5	-0.6	1	-3	-5	-0.3	-0.3	2.4
CCOC(=O)N1CCC(NC(=O)CCc2cn(C)c3ccccc23)CC1	-1.8	0	-0.8	0.1	0.7	-4	7	0	-0.2	-1.2	-1.5
CCOn1c(=O)c(-c2cc(OC)ccc2OC)[n+]([O-])c2ccccc21	3.2	6	0.1	-0.2	0.6	0	1	3	-0.4	0.7	5.4
O=C(c1ccc(-n2cccc2)cc1)N1CCN(Cc2ccccc2)CC1	-1.6	-1	0.1	3.3	-0.3	-2	-8	1	-0.4	-1.1	-2.1
CNc1nc(C)c(C(C)(C)C)s1	-0.4	-2	-0.8	2.8	-0.3	2	3	7	1.1	-0.9	-4.1
CC(C)(C)c1ccc(C(=O)OCC(=O)Nc2cccc(S(=O)(=O)NC3=NCCC3)c2)cc1	-1.1	-1	0.0	0.2	0.6	-3	-23	0	-1.0	-1.5	-0.4
COc1cccc(OCC(O)CNC2CCCC2)c1 (stereo not given)	-1.4	-3	0.1	1.2	-0.4	3	0	5	2.6	-1.4	-1.4
O=C(Nc1nnc(S(=O)(=O)N2CCCCC2)s1)c1ccccc1Br	3.4	0	0.9	-0.3	0.4	2	-8	-1	-1.4	0.8	2.9
COc1ccc(OCCNC(=O)c2ccc3nc(C)c(N(C)Cc4ccc(NC(C)=O)cc4)n3c2)cc1	-2.8	0	-1.8	-2.9	0.1	0	-1	-1	.	-1.6	-1.9
COc1ccc(CNC(=O)CCCn2c(=O)c3cccn3c3cccnc32)cc1	-2.3	-5	-0.6	-0.3	-0.1	-2	5	4	0.8	-1.3	-2.4
Cc1ccc2nc(SCC(=O)Nc3nonc3C)[nH]c2c1	-1.0	-3	-0.4	2.8	-0.1	-11	-5	-3	-0.6	-0.9	2.9
COc1ccc(NS(=O)(=O)c2cccc(C(=O)N/N=C/c3ccc4c(c3)OCCO4)c2)cc1	-0.3	1	0.5	0.4	0.4	2	-6	1	-0.8	-1.3	-2.9
Cc1ccc(C(=O)NC(=S)Nc2cccc(NC(=O)c3ccccc3Cl)c2)cc1[N+](=O)[O-]	0.3	-1	-0.9	0.8	-0.2	-3	-1	8	0.3	-1.5	1.4
O=C(CCCn1c(=S)[nH]c2cc3c(cc2c1=O)OCO3)N1CCN(C2CCCCC2)CC1	-0.2	0	0.8	1.6	-0.3	-3	3	-6	1.0	-1.2	-0.3
O=C(c1ccc2n[nH]nc2c1)N1CCN(c2ccc(C(F)(F)F)cn2)CC1	-2.5	-4	-2.4	-0.5	-0.4	-1	-39	-6	1.2	-1.6	-4.0
O=C(CC1c2ccccc2Oc2ccccc21)Nc1ccccc1F	-0.6	-3	-0.1	-0.8	-0.1	-14	12	-17	-3.3	-0.9	-2.3
Cc1c(CC(=O)N2CCN(C(=O)C3COc4ccccc4O3)CC2)c(=O)oc2cc(O)cc(O)c12 (stereo not given)	-0.1	0	-0.8	0.4	61*	5	-10	4	2.8	-1.4	-1.1
O=C(Nc1ccc(F)cc1)C1CCCN(S(=O)(=O)c2ccc3[nH]c(=O)ccc3c2)C1 (stereo not given)	-0.6	0	1.3	0.2	0.3	-2	1	-5	3.0	-1.5	-0.2
Cn1c(SCC(=O)Nc2ccccc2F)nc2c(c1=O)SCC2	-1.5	-4	-3.3	-0.8	0.4	1	3	1	-0.8	-1.5	-2.0
O=C(NCCc1ccccc1F)c1cccc2cccnc12	3.4	3	1.0	6.9	0.4	2	12	0	3.1	-0.1	5.9
COc1cccc(C2C(C#N)=C(N)Oc3c2oc(CO)cc3=O)c1 (stereo not given)	2.5	-1	0.7	-3.3	0.7	-10	3	-14	1.5	-1.5	1.6
COc1cc(C=C2Cc3ccccc3C2=O)cc(OC)c1OC	-0.3	-2	-0.5	.	0.5	8	-4	3	.	-0.1	1.7
O=C(Nc1ccc(OC(F)(F)F)cc1)Nc1c(-c2ccc(F)cc2)nc2ncccn12	0.1	-3	-0.4	.	-2.8	1	-2	3	.	-1.0	-4.1
O=C(CN1CCCSc2ccccc21)N1CCN(S(=O)(=O)c2ccccc2)CC1	-0.6	-1	0.4	-0.3	0.8	0	-11	-1	0.5	-0.9	-2.2
Cc1oc(-c2ccc(Cl)cc2)nc1CS(=O)CC(=O)NCCCN1CCCC(C)C1 (stereo not given)	1.1	2	0.2	2.2	0.2	20	-4	-2	0.6	-0.8	0.5
Fc1ccc(-c2ccc(/C=N\n3cnnc3)o2)cc1Cl	1.1	1	-1.0	-0.4	0.5	-9	0	-7	1.6	-0.7	1.8
COc1ccc(-c2cc(C(=O)N3CCN(c4ccccc4)CC3)c3ccccc3n2)cc1	-2.9	3	-2.3	-4.1	1.9	-1	-6	1	-3.2	-0.8	3.7
COC(=O)C1=C(C)N(CCCC(=O)O)C(=O)NC1c1cccc(Cl)c1Cl (stereo not given)	-0.9	0	0.2	0.2	0.2	-1	1	4	-0.8	-1.5	2.3
CCOC(=O)[C@]12CCC=C1N(Cc1ccco1)C(=O)[C@H](CC(=O)N1CCCCC1)C2	-1.1	-4	-0.1	.	-0.2	1	8	5	.	-0.7	-1.4
COc1ccc(CCNC(=O)c2cc(-c3ccccc3)on2)cc1OC	-3.3	2	-0.2	10*	-0.1	3	-12	-4	0.0	-1.1	3.0
COCCCNc1nc2nonc2nc1N(C)CC1CCCN1C (stereo not given)	-2.2	-1	0.0	0.4	0.5	2	3	-3	0.9	-1.8	-4.8
CCCc1cc(=O)[nH]c(Nc2ccc(N3CCCCC3)cc2)n1	-2.2	-5	-0.6	-3.3	1.2	3	-10	-5	-1.0	-2.0	-2.1
CCCCn1nnnc1SCC(=O)N1CCOCC1	-1.2	-2	0.8	-1.7	1.0	-3	5	2	1.1	-1.1	0.4
O=C(Nc1cccc(F)c1)C1CCN(S(=O)(=O)c2cnc[nH]2)CC1	-0.4	0	0.9	0.1	0.7	0	-10	1	-0.2	-1.2	-1.7
COc1ccc(-c2nnc(SCc3ccccc3)n2N)cc1	2.6	3	1.3	2.4	0.8	1	2	-4	0.8	-0.7	6.8
CNc1cncc(-c2ccccc2CO)n1	-0.1	5	0.0	1.0	26*	0	16	4	.	-1.1	-3.3
O=C(N/N=C/c1cccc2ccccc12)c1cccs1	8.2*	0	3.0	7.4	-0.9	-5	-1	-5	4.5*	0.8	17*
N#Cc1ccsc1NC(=O)COC(=O)c1cc2ccccc2cc1O	9.3*	4	2.4	4.2	6.7	-1	-11	-1	2.3	1.1*	5.3
COc1ccc(NS(=O)(=O)c2cc(NC(=O)c3ccc(S(=O)(=O)N(C)C)cc3)ccc2N2CCOCC2)cc1	-1.9	0	-1.5	-1.4	-2.2	1	-7	-4	-0.3	-1.3	-1.9
Cc1ccc(S(=O)(=O)Cn2nnnc2C(c2ccc(F)cc2)N2CCC(C(N)=O)CC2)cc1 (stereo not given)	-1.5	-5	0.1	-0.6	0.4	5	-14	-1	1.6	-1.3	-1.4
COc1ccc(-n2nc(C(=O)NCC(=O)Nc3cccc(NC(C)=O)c3)c3ccccc3c2=O)cc1	-0.3	-1	-1.8	0.7	3.7	-9	-10	0	-0.6	-2.5	-8.1
Cc1nn(-c2cccc(Cl)c2)c2nc(-c3ccncc3)cc(C(=O)N3CCOCC3)c12	3.2	-1	-0.3	0.5	-1.3	5	-1	-11	0.8	-1.4	4.9
Cc1ccc(OCCNC(=O)CCC(=O)N2CCOCC2)cc1	0.2	3	0.3	-1.8	-0.5	1	6	-4	0.8	-0.8	2.2
CC(C)NCC(O)COCCOc1ccc(Cl)cc1 (stereo not given)	-1.1	-4	0.7	0.8	0.1	-5	16	8	2.5	-1.4	0.3
CCN(CC)C(=O)CC[C@@H]1CC[C@]2(CCCN(Cc3nccs3)C2)O1	0.5	-2	1.0	.	0.3	2	2	7	.	-1.2	5.5
CC1(C)Cc2noc(N)c2C(C)(C)N1OC(=O)c1ccccc1	-1.9	-6	0.0	-0.1	0.1	-1	4	2	-1.4	-1.2	-3.0
CCN(CC)C(=O)c1sc(NC(=O)c2ccoc2C)c(C(=O)OC)c1C	1.7	0	0.8	0.1	0.2	-6	-3	-5	2.5	-0.6	0.0
CC(C)C[C@@H]1COc2cc(Br)ccc2S(=O)(=O)N1Cc1cn(Cc2ccc(Br)cc2)nn1	-0.8	0	0.2	.	-0.7	-2	1	3	.	-1.6	-0.8
NC(=S)N/N=C/c1ccccc1O	-2.2	-5	-0.3	-1.8	-135	5	17	-1	0.4	-1.4	4.0

3 records drawn at random from those above:
SMILES	hcDAF-12 act	SMARCA2 act	DAX1 inh-1	GAA850 FXN act	proKLK7 act	NPR1 activator	HGIII-sPLA2 inh	NPR2 activator	DAX1 inh-2	ssDAF-12 act	hgDAF12 agonist
CC(C)C[C@@H]1COc2cc(Br)ccc2S(=O)(=O)N1Cc1cn(Cc2ccc(Br)cc2)nn1	-0.8	0	0.2	.	-0.7	-2	1	3	.	-1.6	-0.8
CC1(C)Cc2noc(N)c2C(C)(C)N1OC(=O)c1ccccc1	-1.9	-6	0.0	-0.1	0.1	-1	4	2	-1.4	-1.2	-3.0
CC(C)NCC(O)COCCOc1ccc(Cl)cc1 (stereo not given)	-1.1	-4	0.7	0.8	0.1	-5	16	8	2.5	-1.4	0.3

Bioassay records (PubChem)
